MT1-MMP act inh: blockers of MT1-MMP proenzyme processing, primary screen, HT1080 RFP-PRO-GFP cells, GFP/RFP fluorescence. AID 651647, 2012. Matrix metalloproteinase-14 (Homo sapiens), P50281. GFP/RFP ratio change, % at 20 µM. actives 0.061% (n = 360,000). GFP/RFP ratio fluorescence, overnight; percent of plate control window, DMSO zero;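 active = GFP/RFP ratio change of at least 30% with cell ATP level not reduced by more than half and red fluorescence within 50% of control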; note: strong numbers were not always called active
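Material: RFP-PRO-GFP reporter HT1080 cells. Dosing: single-point 20 µM compound, 1% DMSO. Controls: DMSO and RFP-L50D-GFP cell wells. Timing: cells overnight before dosing, compound overnight, 37 °C, 5% CO2. Measure: GFP/RFP fluorescence ratio.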
Rpn11 inh: Rpn11 (PSMD14) deubiquitinase inhibitors, primary screen, biochemical, fluorescence polarization, uHTS; human 26S proteasome, Ub4-pepOG fluorescence polarization; 20S core pre-blocked with epoxomicin; calls only at 20 µM; actives 0.59% (n = 360,000);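 active = inhibition at 20 µM, scaled to each plate's controls, above about 33%, limit read from the data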
SKN-1 block: suppressors of acrylamide-induced Pgst-4::GFP reporter in worms, primary screen, SKN-1 inhibitor project, whole organism, uHTS, GFP/RFP fluorescence ratio, strain VP596; C. elegans VP596 Pgst-4::GFP/RFP ratio, 24 h; actives 0.49% (n = 360,000); inhibition, % at 21.8 µM;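 active = interference check ratio from 0.5 to 1.5 plus GFP to RFP signal ratio inhibition reaching or exceeding a fixed threshold, cut at about 30% in these data, passing the limit was not always enough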; note: some compounds called inactive have numbers as strong as hits
Neddylation inh: inhibitors of cullin neddylation, primary screen, biochemical, TR-FRET, uHTS, NAE and Ubc12. NEDD8-conjugating enzyme Ubc12 (Homo sapiens) + NEDD8-activating enzyme E1 regulatory …. calls only at 25 µM. actives 0.58% (n = 360,000); in the data active = inhibition above about 36%
CSN deneddyl inh: inhibitors of CSN-mediated cullin deneddylation, primary screen, biochemical, fluorescence polarization, uHTS | COP9 signalosome complex subunit 5 (Homo sapiens), Q92905 | Purified CSN, SCF-Nedd8-OG deneddylation | inhibition, % at 12.5 µM | actives 0.38% (n = 360,000);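 active = pattern-corrected inhibition above about 35%, with an unprinted fluorescence ratio check between 0.5 and 1.5, limit read from the data, passing the limit was not always enough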;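 note: 0% = enzyme with substrate and 100% = substrate without enzyme; some results filed as inactive read as strong as hits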
Target sequence (Q92905 whole entry, looked up, one chain of several): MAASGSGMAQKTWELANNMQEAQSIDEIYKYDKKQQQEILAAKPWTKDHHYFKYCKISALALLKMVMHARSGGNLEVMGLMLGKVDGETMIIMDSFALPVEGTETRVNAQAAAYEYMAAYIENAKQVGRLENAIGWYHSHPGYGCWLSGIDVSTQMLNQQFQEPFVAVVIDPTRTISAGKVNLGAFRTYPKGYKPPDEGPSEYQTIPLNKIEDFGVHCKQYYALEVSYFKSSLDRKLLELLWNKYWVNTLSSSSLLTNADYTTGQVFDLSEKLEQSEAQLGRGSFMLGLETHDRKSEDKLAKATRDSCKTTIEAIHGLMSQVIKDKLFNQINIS
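Material: human Csn5 produced in HEK293T cells; Input: enzyme 0.24 nM; Reagent: SCFSkp2-Nedd8OG substrate at 10 nM final; Dosing: 12.5 µM compound; Incubation: 90 min reaction at room temperature; Detection: fluorescence polarization of the substrate; Evaluation: % inhibition of substrate cleavage by Csn5; Control set: substrate-only high control, full reaction low control.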
FAS-TE inh: FAS thioesterase domain inhibitors, primary screen, biochemical, fluorescence intensity, uHTS | actives 0.67% (n = 360,000) | AID 602261, 2012 | recombinant FAS-TE, OMFH fluorogenic substrate, fluorescence endpoint | Fatty acid synthase (Homo sapiens), P49327 | inhibition, % at 15 µM;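 active = compounds whose normalised, plate-corrected inhibition of enzyme fluorescence in the single-dose primary screen is 50% or more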;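 note: 0% = DMSO with enzyme and 100% = substrate without enzyme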
NadD block: inhibitors of S. aureus NadD, primary screen, biochemical, colorimetric, uHTS; Nicotinate-nucleotide adenylyltransferase NadD (Staphylococcus aureus N315); purified NadD enzyme, colorimetric absorbance read-out; inhibition, % at 20 µM; actives 0.78% (n = 360,000); AID 602399, 2012; in the data active = inhibition above about 26%; note: some compounds past the cut are filed as inactive
Rin1 Abl inh: inhibitors of Rin1-Abl protein binding, primary screen, biochemical, TR-FRET. inhibition, % at 7.35 µM. Tyrosine-protein kinase ABL1 (Homo sapiens) + Ras and Rab interactor 1 (Homo sapiens), …. AID 588664, 2011. actives 0.4% (n = 360,000); in the data active = inhibition above about 5%, passing the limit was not always enough
MLLE-PAM2 inh: inhibitors of PABP1 MLLE–PAM2 peptide binding, primary screen, biochemical, fluorescence polarization, FITC-PAM2, GST-MLLE | Polyadenylate-binding protein 1 (Homo sapiens), P11940 | actives 0.36% (n = 360,000) | inhibition, % at 20 µM | AID 588489, 2011; in the data active = inhibition above about 35%, passing the limit was not always enough;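 note: plate controls were DMSO wells with GST-MLLE for no effect and wells lacking GST-MLLE protein for full effect; some results filed as inactive read as strong as hits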
Target sequence (P11940 whole entry, looked up): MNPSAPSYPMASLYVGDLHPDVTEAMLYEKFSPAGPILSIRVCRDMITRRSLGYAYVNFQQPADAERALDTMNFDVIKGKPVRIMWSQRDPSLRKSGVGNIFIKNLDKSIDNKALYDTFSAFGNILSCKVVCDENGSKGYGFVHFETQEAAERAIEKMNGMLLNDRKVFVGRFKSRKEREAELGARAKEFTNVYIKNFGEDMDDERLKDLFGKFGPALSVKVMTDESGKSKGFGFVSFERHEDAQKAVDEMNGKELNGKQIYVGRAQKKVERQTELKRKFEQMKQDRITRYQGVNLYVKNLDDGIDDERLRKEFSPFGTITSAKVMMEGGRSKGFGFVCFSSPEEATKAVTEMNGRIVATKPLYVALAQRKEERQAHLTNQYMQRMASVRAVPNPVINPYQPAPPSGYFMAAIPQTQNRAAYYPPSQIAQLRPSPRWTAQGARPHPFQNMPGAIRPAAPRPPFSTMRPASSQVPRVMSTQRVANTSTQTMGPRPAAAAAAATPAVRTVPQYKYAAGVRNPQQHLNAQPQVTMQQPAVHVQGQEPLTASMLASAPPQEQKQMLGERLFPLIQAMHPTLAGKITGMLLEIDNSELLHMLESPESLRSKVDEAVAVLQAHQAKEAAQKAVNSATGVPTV
Active calls of the source: *; i = inactive; nt = no result given; + = active, no number. The order is random; overall some 3.9% were active at least once.

SMILES	FAS-TE inh	CSN deneddyl inh	Rpn11 inh	Rin1 Abl inh	MT1-MMP act inh	MLLE-PAM2 inh	Neddylation inh	SKN-1 block	NadD block
O=C(N/N=C/c1ccc(O)cc1)c1ccc(COc2cc(Cl)ccc2Cl)o1	4.2	24.0	i	0.7	0.2	-2.5	nt	-9.2	8.5
CC(=O)NNC(=S)Nc1cccc(F)c1	-3.2	1.8	i	-1.8	1.8	-28.5	i	4.6	0.4
O=C(CN1CCN(c2ccc(Cl)cc2)CC1)N1CCCC1	-0.1	1.5	i	-2.0	-0.9	2.6	i	11.5	-6.6
N#Cc1c(NC(=O)CSc2ncn[nH]2)sc2c1CCCCC2	-154.7	3.7	i	0.0	-3.5	9.8	i	17.3	-7.6
COc1ccc(CN2CC(C(=O)NCCc3ccc(Cl)cc3)CC2=O)cc1 (stereo not drawn)	-3.5	3.5	i	-0.6	0.8	-8.4	i	0.2	-8.9
CCCCn1c(N)c(N(CCOC)C(=O)CN(C)S(=O)(=O)c2ccc(F)cc2)c(=O)[nH]c1=O	-3.2	-9.8	i	1.1	0.6	-3.1	i	8.4	1.3
O=C(O)c1ccc2c(=O)[nH]c(CCl)nc2c1	0.0	-1.8	i	-5.3	3.0	7.1	i	-8.3	1.4
CCOc1ccc(CC(=O)NNC(=S)NC)cc1	-7.1	6.7	i	-0.3	-0.7	-44.5	i	6.9	-3.6
CCCCN(CCCC)C(=O)c1ccccc1NC(=O)CN1C(=O)c2ccccc2C1=O	-0.1	0.0	i	-1.7	-0.5	-9.0	i	6.6	-0.8
CCCn1nc(NC(=O)c2cccs2)c2cc3ccc(C)cc3nc21	28.0	1.6	i	-1.4	3.1	-6.9	nt	6.9	-0.2

Some of the entries so far, with values under each structure:
The line under a structure holds: FAS-TE inh	CSN deneddyl inh	Rpn11 inh	Rin1 Abl inh	MT1-MMP act inh	MLLE-PAM2 inh	Neddylation inh	SKN-1 block	NadD block
- CC(=O)NNC(=S)Nc1cccc(F)c1
 : -3.2	1.8	i	-1.8	1.8	-28.5	i	4.6	0.4
- O=C(CN1CCN(c2ccc(Cl)cc2)CC1)N1CCCC1
 : -0.1	1.5	i	-2.0	-0.9	2.6	i	11.5	-6.6

Remaining list, next part
SMILES	FAS-TE inh	CSN deneddyl inh	Rpn11 inh	Rin1 Abl inh	MT1-MMP act inh	MLLE-PAM2 inh	Neddylation inh	SKN-1 block	NadD block
COc1ccccc1CCC(=O)N(C)CC(=O)Nc1ccc(Cl)c(C(F)(F)F)c1	26.2	4.6	i	3.7	-0.7	-13.5	i	-0.9	-6.1
O=[N+]([O-])c1cc(NCCO)c(N2CCCCCC2)c2nonc12	-0.2	-3.1	i	-5.3	4.1	-11.7	i	15.3	-2.2
Cc1ccsc1CNC1C2CC3CC(C2)CC1C3 (stereo not drawn)	-2.8	2.0	i	-3.5	2.8	1.8	i	6.5	-3.6
CCOC(=O)C1=C(N)OC2=C(C(=O)CCC2)C1c1ccccc1OCC (stereo not drawn)	0.0	2.4	i	-4.0	0.7	-6.8	i	9.6	-1.2
CCOc1ccc(NC(=O)C2CC(=O)N(Cc3ccco3)C2)cc1 (stereo not drawn)	-6.6	-1.0	i	3.4	4.4	5.8	i	-0.1	-2.9
Cc1nc(C)c(-c2ccc(SCc3ccccc3F)nn2)s1	8.8	3.7	i	3.1	2.4	-3.3	i	0.3	-5.3
CCc1ccc(CNC(=O)CCn2ccc3cc(S(=O)(=O)N4CCCC4)ccc32)cc1	21.6	-3.8	i	1.0	3.6	-1.1	i	2.1	-3.6
Cn1cccc1C(=O)OCC(=O)NCCc1ccccc1	-5.1	0.8	i	3.9	-0.2	-4.5	i	-1.1	-6.6
Fc1ccccc1Nc1nc2ccccc2o1	1.1	-0.2	i	1.0	0.8	-3.8	i	10.8	-4.5
CCOC(=O)c1c(C)nc(C)c(C(=O)OCC)c1-c1ccc(O)c(OC)c1	-5.9	1.2	i	4.8	-1.5	32.8	i	-10.7	-0.3
CCN(CC)S(=O)(=O)c1ccc(C(=O)OC2CCCCC2CN(C)C)cc1 (stereo not drawn)	-7.5	5.0	i	1.8	6.8	2.4	i	8.5	-6.1
CC(C)CC(=O)Nc1ncc([N+](=O)[O-])s1	0.3	4.7	i	-3.5	0.5	21.8	i	-5.3	-4.8
CC(C)(C)c1ccc(/C=C(\C#N)C(=O)NCCN2CCOCC2)cc1	2.6	6.5	i	2.6	-3.9	16.5	i	1.0	-6.7
O=C(O)C1CC=C(Cl)CC1C(=O)NCC1OCCc2ccccc21 (stereo not drawn)	-6.3	-3.2	i	0.2	-2.2	6.1	i	9.6	4.3
O=C(Nc1nc2ccc(S(=O)(=O)N3CCCCC3)cc2s1)C1CCCO1 (stereo not drawn)	3.2	3.2	i	2.3	-1.4	16.8	i	12.1	-1.9
O=C1Nc2c(ccc(Cl)c2Cl)C(=O)C1(F)c1ccccc1 (stereo not drawn)	13.9	2.9	i	0.6	-0.8	-122.8	i	-5.0	-3.6
Nc1c(C(=O)Nc2ccc3c(c2)OCCO3)nnn1Cc1ccccc1Cl	10.4	-2.0	i	4.0	3.7	6.2	i	2.5	-8.8
OC(Cc1cccnc1)c1ccccc1 (stereo not drawn)	-9.6	-0.1	i	3.5	-2.3	14.3	i	0.2	-1.5
O=C(Nc1ccc2c(c1)CCC2)c1cccc(S(=O)(=O)N2CCN(c3ccc(F)cc3)CC2)c1	19.1	-2.7	i	-1.2	-1.8	-2.9	i	11.9	10.6
Cc1ccc(/C=C/C2=NN(Cc3ccccc3)C(=O)CC2)cc1	42.8	-2.3	i	2.0	1.0	-9.0	i	3.5	-8.8
Cc1noc(NS(=O)(=O)c2ccc(NC(=O)C(F)(F)C(F)(F)C(F)(F)F)cc2)c1C	-3.6	-1.3	i	-1.5	1.1	-0.5	i	10.4	-2.6
COc1cccc(/C=N/NC(N)=S)c1OCc1cccc(Cl)c1	13.4	-0.4	i	-2.1	-5.1	-65.0	i	20.7	0.2
CCOC(=O)C[C@H]1c2cc(F)ccc2S(=O)(=O)N1Cc1ccc(OC)cc1	1.4	0.4	i	-0.1	-0.1	-2.6	i	6.0	1.8
Cc1cccc2cc(CN(CC3CCCO3)C(=O)c3cccs3)c(=O)[nH]c12 (stereo not drawn)	-5.2	5.2	i	1.0	0.1	-2.0	i	-9.2	-3.1
CNc1cc(Cl)nc(SC)n1	-1.0	2.0	i	3.6	-7.1	-18.0	i	10.5	0.9
Clc1ccc(OCCOCCN2CCc3ccccc3C2)c(Cl)c1	26.8	-4.4	i	-1.8	3.3	-17.3	i	2.0	-2.2
CCOC(=O)C1=C(C)NC2=C(C(=O)C(C(=O)OCC)C(c3ccco3)C2)C1c1ccccn1 (stereo not drawn)	-6.6	-6.3	i	-7.0	-8.7	20.7	nt	5.6	1.2
O=C(c1ccc(CS(=O)c2cccc(Cl)c2)o1)N1CCCCCC1 (stereo not drawn)	-4.2	6.8	i	2.0	3.9	11.9	i	12.7	-2.5
Cc1ccc(N2CCN(S(=O)(=O)c3ccc4c(c3)n(C)c(=O)c(=O)n4C)CC2C)cc1 (stereo not drawn)	-6.5	-0.4	i	-3.6	-19.1	2.7	i	0.6	9.3
CC1(C)Cc2c(sc3[nH]c(=S)n(Cc4ccco4)c(=O)c23)CO1	-5.4	6.4	i	-14.5	0.9	9.2	i	5.8	6.9
Cc1ccc(NC(=O)CN2C(=O)N/C(=C/c3cccn3-c3ccc(C(=O)O)cc3)C2=O)cc1	-12.1	28.8	nt	9.7*	-4.9	-12.3	i	-1.0	13.9
CN(C)c1ccc(/C=C(/NC(=O)c2ccccc2)C(=O)N2CCCC2)cc1	-14.8	37.9*	+	-0.8	-7.2	-129.0	i	9.6	6.8
CCc1ccc(C(=O)Cn2ccsc2=N)cc1	-1.0	-7.0	i	-2.8	-4.8	2.7	i	30.4	-8.5
CCOc1ccc(-c2nnc(SCc3nnc(-c4ccccc4)o3)n2-c2ccccc2F)cc1	4.2	-2.8	i	-1.4	-2.9	-132.5	i	4.5	9.7
Cc1cc(C)c(S(=O)(=O)NCC(=O)NCc2ccco2)c(C)c1	-1.6	2.7	i	-0.3	1.0	1.8	i	-12.5	-4.4
Cc1ccc(S(=O)(=O)NCCC(=O)NCC(c2ccc(F)cc2)N2CCOCC2)cc1 (stereo not drawn)	-4.0	0.5	i	4.9	-3.8	0.7	i	15.9	1.2
CCCSc1nsc(NC(=O)Nc2ccc(F)cc2F)n1	8.2	1.0	i	0.4	-2.2	-3.2	i	21.2	-2.4
COc1cc(CNc2ccc(S(N)(=O)=O)cc2)ccc1OCc1ccccc1F	6.4	-1.3	i	1.9	-5.7	8.6	i	3.4	-8.3
Cc1cc([N+](=O)[O-])ccc1-c1ccc(C2Nc3ccccc3C(=O)N2O)o1 (stereo not drawn)	-68.4	1.7	i	-2.6	2.4	12.0	i	7.1	23.4
CC(C)(C)NC(=O)NC(=O)CSc1cccc(C(F)(F)F)c1	12.9	11.8	i	2.9	0.7	5.6	i	5.6	-6.4
COc1cccc(/C=N/NC(=O)c2cc(-c3ccccn3)nc3ccccc23)c1O	13.5	0.8	i	0.1	-9.3	-5.8	i	0.7	47.5*
CC1(C)CC(=O)C2=C(C1)N(Cc1ccccc1)C(=O)C2(NC(=O)C(C)(C)C)C(F)(F)F (stereo not drawn)	-3.5	-2.5	i	-1.7	3.3	9.4	i	-3.4	0.6
CC1Cc2ccccc2N1C(=O)CSc1nc2ccccc2o1 (stereo not drawn)	16.6	-1.8	i	-2.6	-1.6	5.0	i	30.1*	-2.6
O=C(NCc1ccc(Cl)cc1)C(=O)N/N=C/c1ccc(Br)cc1	1.3	-14.9	i	1.5	-3.8	2.5	i	0.6	2.8
CCOC(=O)C(CC)Sc1nc(N)c(NC(=O)c2ccc(OC)c(OC)c2)c(=O)[nH]1 (stereo not drawn)	-5.8	-3.5	i	-2.7	-2.5	15.6	i	0.9	1.2
CCCNS(=O)(=O)c1ccc(OCC(=O)Nc2ccc3c(c2)OCCO3)cc1	-2.7	0.9	i	-1.0	2.2	-0.2	i	9.4	3.4
Cc1ccc(S(=O)(=O)Cc2cccc(C(=O)N3CCOCC3)c2)cc1	-3.9	-2.8	i	-1.3	0.3	7.4	i	1.5	-2.5
C=CCCN(C(CC(C)C)C(=O)OC)S(=O)(=O)c1ccccc1Br (stereo not drawn)	16.0	-0.9	i	5.6	3.1	5.0	i	15.8	-7.2
